Bioassay records deposited in PubChem by National Center for Advancing Translational Sciences (NCATS).
FEN1 inh: human FEN1 inhibition. P39748. Recombinant FEN1 flap cleavage, fluorescence, 15 min. Potency, µM (highest dose often 114 µM), inactives show at the top dose activity change, negative = inhibition, actives largely listed as inhibitors. 390,000 tested, 0.35% active. AID 588795; also: nearly all actives have a fitted effect of over 65% in size
Target sequence (P39748 whole entry, looked up): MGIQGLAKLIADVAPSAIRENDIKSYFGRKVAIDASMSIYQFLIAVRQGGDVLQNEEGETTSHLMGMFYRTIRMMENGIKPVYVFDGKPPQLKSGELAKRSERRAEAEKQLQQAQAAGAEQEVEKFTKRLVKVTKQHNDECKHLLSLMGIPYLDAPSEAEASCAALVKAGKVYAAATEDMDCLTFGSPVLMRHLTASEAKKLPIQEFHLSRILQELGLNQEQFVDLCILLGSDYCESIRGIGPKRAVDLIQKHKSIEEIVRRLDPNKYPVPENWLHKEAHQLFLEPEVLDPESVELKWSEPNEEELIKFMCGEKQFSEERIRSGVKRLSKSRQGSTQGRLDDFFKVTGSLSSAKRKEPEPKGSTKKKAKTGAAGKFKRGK
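Potency values derive from four-parameter Hill fits of normalized qHTS data. The reaction used 10 nM FEN1 preincubated 15 min at room temperature with compound, then 50 nM DNA substrate, read at 0 and 15 min.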
DT40 TDP1 CPT: DT40-hTDP1 cell growth loss with CPT | 420,000 tested, 12% active | chicken DT40 Tdp1-/-;hTDP1 cells + 20 nM CPT, ATP luminescence, 48 h | Potency, µM (series often up to 46.2 µM), inactives show at the highest dose activity change, negative = growth inhibition, hits mostly inhibitors | AID 686979; also: nearly all actives have a fitted effect of over 55% in size
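Chicken DT40 Tdp1-/- cells stably complemented with human TDP1 were seeded at 400 cells/well in medium containing 20 nM camptothecin, exposed to pin-transferred compounds, and grown at 37 °C for at least 48 hr. Viability was read as ATP luminescence.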
KAT2A inh: GCN5L2 (KAT2A) acetyltransferase inhibition. GCN5L2 HAT assay, ThioGlo1 CoA-SH fluorescence. Q92830. AID 504327. 390,000 tested, 0.21% active. Potency, µM (series often up to 58.9 µM), for the others: at the highest dose activity change, negative = inhibition, hits mostly inhibitors
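Fluorescence readout, Ex340nm/Em540nm: ThioGlo1 (50uM final) reacts with free CoA thiol released as 20nM GCN5L2 acetylates H3(1-25) peptide (75uM) using acetyl-CoA (70uM). Compound and enzyme sat 15 min beforehand; 20 min room-temperature reaction.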
Starred values were filed as active, the others as inactive; ? = inconclusive; · = not tested or not shown; & = joins results of further samples; ! = not confirmed by another sample. Calls follow the shape of the dose curve; as a rule, active = well fitted curve in the direction sought with a large enough effect; inconclusive = small, poorly fitted or top-dose-only effect, or another doubt; inactive = no such curve, though single readings can be large; an effect the other way counts as inactive or inconclusive. % is scaled to controls: 0 for no effect and ±100 for the full control effect; potency is read from the fitted curve at half-maximal effect.

structure,FEN1 inh,DT40 TDP1 CPT,KAT2A inh
COc1cccc(CNC(=O)CCC2CCCN(C(=O)c3cc(C)[nH]n3)C2)c1 (stereo unspecified),0%,-15%,-3%
COc1ncc2nc(C)c(=O)n(CCc3ccccc3)c2n1,·,?,-2%
COc1cccc(-c2nc(CS(=O)CC(=O)N3CCN(c4cccc(C(F)(F)F)c4)CC3)c(C)o2)c1 (stereo unspecified),1%,13µM*,-6%
CCN(CC)S(=O)(=O)c1ccc(N2CCCCS2(=O)=O)cc1,-6%,-15%,29%
Nc1cc(-c2ccccc2)nn1S(=O)(=O)c1ccc(F)cc1,4%,29µM*,0%
CCOc1cc(C2CC(=O)Nc3cc(C)c(C)cc32)ccc1O (stereo unspecified),-4%,?,3%
O=[N+]([O-])c1c(NCCO)cc(N2CCN(Cc3ccc4c(c3)OCO4)CC2)c2nonc12,-3%,-11%,-2%
O=C(NCCn1cc(SCc2ccccc2)c2ccccc21)c1ccccc1F,-25%,21µM*,-6%

Overlap with the part before: 2 compounds; new compounds follow.
structure,FEN1 inh,DT40 TDP1 CPT,KAT2A inh
O=[N+]([O-])c1c(NCCO)cc(N2CCN(Cc3ccc4c(c3)OCO4)CC2)c2nonc12,-3%,-11%,-2%
O=C(NCCn1cc(SCc2ccccc2)c2ccccc21)c1ccccc1F,-25%,21µM*,-6%
COc1ccc(NC(=O)NNC(=O)c2ccc3ccccc3c2)cc1OC,-3%,0%,-8%
COc1ccc2nc(NC(=O)CN(C)S(=O)(=O)c3cccs3)sc2c1,-8%,?,?
CN(C)S(=O)(=O)c1cccc(-c2nnc3n2CCCCC3)c1,-7%,0%,-16%
CCC(CO)Oc1cc(NCc2ccc(Cl)cc2Cl)c2ncn(C(C)C)c2c1 (stereo unspecified),-8%,?,-14%
O=C(CCS(=O)(=O)c1ccc(F)cc1)N1CCN(c2ccccc2)CC1,7%,?,-2%
CCOC(=O)c1[nH]c(=O)[nH]c1CNc1ccccc1C#N,3%,2%,-9%
CN(Cc1ccccc1)c1nc2c(c(=O)[nH]c(=O)n2C)n1CCCc1ccccc1,?,29µM*,-16%
CCOc1ccc(CCNC(=O)CN2C(=O)COc3ccc(S(=O)(=O)N4CCCCCC4)cc32)cc1,4%,·,-1%
NS(=O)(=O)c1ccc(NC(=O)C2Cc3ccccc3CN2C(=O)c2ccco2)cc1 (stereo unspecified),-9%,5%,-21%
CC(C)(C#N)NC(=O)C1CCCN1S(=O)(=O)c1ccc2ccccc2c1 (stereo unspecified),-5%,23µM*,4%
COc1ccc(C(=O)COC(=O)CCC(=O)Nc2ccc(C(C)=O)cc2)cc1,44%,1%,-1%
O=Nc1c(O)n(Cc2c(Cl)cccc2Cl)c2ccccc12,1%,0%,-6%
Cc1c(NC(=O)COC(=O)Cc2ccc(F)cc2)c(=O)n(-c2ccccc2)n1C,0%,3%,-20%
COC(=O)CN(c1c(C)cccc1C)S(C)(=O)=O,-2%,3%,0%
CCOC(=O)C1=CN(Cc2cccc(-c3ccc4c(c3)OCO4)c2)S(=O)(=O)N(C)C1C (stereo unspecified),-13%,?,-6%
CN1/C(=C\C(=O)COC(=O)c2nccnc2N)C(C)(C)c2ccccc21,-6%,?,-3%
O=C(Cn1cnc2ccccc2c1=O)c1ccc(Br)cc1,10%,-6%,1%
COc1cccc(NC(=O)CSCn2nnc3c(=O)[nH]c(Cc4ccc(F)cc4)nc32)c1,16%,-22%,-3%
COc1ccccc1NC(=O)c1cc2cc3ccc(OC)c(Cl)c3nc2s1,?,?,-24%
Cc1csc(SCC(=O)O)n1,0%,-19%,1%
Cc1ccccc1NS(=O)(=O)c1ccc(C(=O)NCC2(N3CCOCC3)CCCCC2)cc1,-3%,?,·
CCOc1ccc(CCNC(=O)COC(=O)/C=C/c2ccccc2)cc1OCC,-1%,-29%,0%
O=C(O)COc1ccccc1/C=N/NC(=O)c1cccc(S(=O)(=O)Nc2cccc(Cl)c2)c1,7%,-2%,-17%
O=C(O)c1ccc2c(=O)n(Cc3ccccc3)c(SCc3ccc([N+](=O)[O-])cc3)nc2c1,-6%,-17%,1%
CCOc1ccc(NC(=S)NC(=O)/C=C/c2ccc(C)cc2)c([N+](=O)[O-])c1,0%,15µM*,-9%
CCOC(=O)c1cc2c(C)n(-c3ccc(OCC)cc3)c(C)c2ccc1=O,-18%,26µM*,-23%
Cc1ccc(NC(=O)CSc2ccc(C(N)=O)cc2[N+](=O)[O-])cc1,-4%,?,1%
O=C(Nc1ncccn1)c1cccc(F)c1,15%,-1%,-10%
CCOc1ccccc1C(=O)Nc1cc(C(=O)NCCc2ccccc2)ccc1Cl,-2%,-6%,2%
O=C(O)CCC(=O)CCC(=O)c1ccc(Cl)cc1,2%,-9%,-3%
COCCN=C1Sc2nc3cc4c(cc3cc2CN1CC1CCCO1)OCO4 (stereo unspecified),18%,-29%,-17%
Cc1cccc(NS(=O)(=O)c2nnc(NC(=O)C3CCCCC3)s2)c1,-4%&2%,?,-29%&-6%

Three structures out of the list, arranged by formula weight, largest number first.
structure,FEN1 inh,DT40 TDP1 CPT,KAT2A inh
CCOc1ccccc1C(=O)Nc1cc(C(=O)NCCc2ccccc2)ccc1Cl,-2%,-6%,2%
Cc1cccc(NS(=O)(=O)c2nnc(NC(=O)C3CCCCC3)s2)c1,-4%&2%,?,-29%&-6%
CCOC(=O)c1cc2c(C)n(-c3ccc(OCC)cc3)c(C)c2ccc1=O,-18%,26µM*,-23%

Remaining list, next part
SMILES	FEN1 inh	DT40 TDP1 CPT	KAT2A inh
CN1CCc2c(sc(NC(=O)CSc3ccc(F)cc3)c2-c2nc3ccccc3s2)C1	-20%	?	8%
CCN(CC)S(=O)(=O)c1ccc(N2CCOCC2)c(NC(=O)c2ccc(=O)n(C)n2)c1	3%	-10%	3%
COc1ccc(C(=O)COc2ccccc2C(N)=O)cc1	-4%	-29%	-4%
O=C(C1CCCCC1)N1CCN(c2ncccn2)CC1	7%	0%	2%
C=CCN1C(=O)CSc2ccc(C(=O)NC(C)c3ccccc3)cc21 (stereo unspecified)	-7%	2%	-4%
O=C(C1CC1)N1CCc2cc(S(=O)(=O)N3CCCc4ccccc43)ccc21	4%	?	-2%
O=C1C(Cc2ccccc2)Nc2ncnc(N3CCOCC3)c2N1Cc1ccccc1 (stereo unspecified)	15%	-15%&-13%	-1%
CN(C)c1ccc(CNC(=O)C2CCN(S(=O)(=O)c3ccc4[nH]c(=O)ccc4c3)CC2)cc1	19%	-13%	-12%
CCN(CC(=O)Nc1c(F)cccc1F)C(=O)Cn1c(=O)cnc2ccccc21	1%	-3%	1%
COc1ccc2c3c(c(=O)oc2c1OCC(=O)O)CCCC3	-11%	8%	-20%
Cc1cc(C)n(-c2nnc(NC(C)(C)C)nn2)n1	-4%	5%	-2%
C=CCNC(=O)N1c2ccccc2Sc2ccccc21	16%	-17%	-1%
COc1cc(C2NC(=O)NC(C)=C2C(=O)NCc2ccccc2)c(Cl)cc1O (stereo unspecified)	-15%	-8%	-3%
CCC(C)C(NC(=O)c1ccccc1NC(=O)c1ccc(OC)cc1)C(=O)NCCCn1ccnc1 (stereo unspecified)	-12%	6%	0%
O=c1c(-c2ccc(Cl)cc2)nc2cnc(N3CCNCC3)nc2n1CCc1ccccc1	·	12µM*	-27%
CCOC(=O)c1[nH]c(C)c(CCC(=O)O)c1C	8%&-4%	17%&0%	-1%&-3%
CC(OC(=O)c1cnccn1)C(=O)Nc1nc(-c2cccc([N+](=O)[O-])c2)cs1 (stereo unspecified)	?	?	-2%
COc1ccc(-n2nc(C(=O)NCC(=O)Nc3ccc(F)cc3)c3ccccc3c2=O)cc1	-5%	-2%	-13%
CCOc1ccc(N(CC(=O)NC2CCCC2)C(=O)Cn2nnc(-c3ccc(C)o3)n2)cc1	-3%	?	-8%
O=C(O)c1cccc2c1C(=O)N(c1ccccc1)C2	1%	-19%	-14%
O=C(C1CCN(Cc2cc(Cl)ccc2O)CC1)N1CCN(Cc2ccccc2)CC1	-1%	?	-10%
Cc1ccc(Cn2ccc(=O)c(Cc3c(Cl)cccc3Cl)c2C)cc1	-3%	-9%	-8%
COc1cc(-c2c(-c3ccsc3)sc3ccccc23)cc(OC)c1OC	-13%	1%	-2%
C=CC[n+]1cccc(-c2cc3ccc(C)cc3[nH]2)c1	2%	?	-14%
O=C(c1ccc(F)c(F)c1)N1CCC2(CC1)NCCc1[nH]cnc12	-3%	-6%	-6%
COc1ccc(/C=C/C(=O)N2CCC(C(N)=O)CC2)cc1S(=O)(=O)N1CCOCC1	-1%	1%	-9%
COc1ccc(NC(=O)c2cc3c(CO)cnc(C)c3oc2=Nc2cccc(C)c2)c(OC)c1	2%	?	0%
Cc1cccc(NC(=O)CNC(=O)c2sc3ccccc3c2Cl)n1	2%	?	-4%
CCOC(=O)C1CCN(C(c2ccc(F)cc2)c2sc3nc(-c4ccco4)nn3c2O)CC1 (stereo unspecified)	20%	-1%	0%
O=C1C2CC=CCC2C(=O)N1CC1CCCO1 (stereo unspecified)	-1%	?	-24%
CCn1c(=O)c([N+](=O)[O-])c(NCC(O)c2ccccc2)c2ccccc21 (stereo unspecified)	4%	?	0%
CCOc1ccccc1Oc1cn[nH]c1-c1ccc(O)cc1O	-12%	-21%	-2%
OCc1c[nH]c2ccccc12	-5%	17µM*!	0%&13%
COCCNC(=O)C1CC(c2cccc([N+](=O)[O-])c2)=NO1 (stereo unspecified)	4%	-6%	1%
COc1ccc(CN2CCN(CCC(C)C)C(CCO)C2)cc1Cn1cccn1 (stereo unspecified)	-2%	4%	1%
Cn1nccc1C(=O)Nc1ccn(C23CC4CC(CC(C4)C2)C3)n1	6%	21µM*	-6%
N#Cc1ccccc1CN1C(=O)NC2(CCCCCC2)C1=O	15%	1%	-11%
COc1ccc(C(C)=O)cc1COc1ccc(-n2cnnn2)cc1	3%	-1%	-2%
CCN1CCCC1CNC(=O)c1ccc(N2CCOCC2)c(NS(=O)(=O)c2ccc(OC)cc2)c1 (stereo unspecified)	-4%	12%	-4%
Cc1cc(C)n2nc(CCCO)nc2n1	-2%	-7%	-7%
COc1ccccc1CN1CCN(S(=O)(=O)c2ccc(C)cc2)CC1	-15%	4%	·
COc1ccc(CCNC(=O)CCCc2nnc3n(C)c(=O)c4sccc4n23)cc1OC	-6%	-6%	-3%
COc1ccc(F)cc1S(=O)(=O)Nc1ccc(C)cc1	-8%	-3%	-2%
O=C(NCCC1=CCCCC1)c1cc(COc2c(F)cccc2F)on1	11%	-21%	-2%
Clc1ccc2nnc(Cl)n2n1	14%	-10%	3%
O=C(Cc1cccs1)Nc1cc(S(=O)(=O)N2CCCCC2)ccc1Cl	-21%	-18%	-4%
N#Cc1ccccc1OCC(=O)OCC(=O)c1ccc[nH]1	-12%	23%	3%
Cc1cc(C(=O)NCc2ccc(Cl)cc2)n(-c2ccccc2)n1	0%	-16%	-3%
COc1ccc(NS(=O)(=O)c2ccc(-c3cnc(C4CC4)o3)cc2)cc1OC	10%	2.1µM*	2%
COc1ccc2c(c1)C(=O)N1[C@H]3c4cc(C)ccc4OC[C@@H]3[C@H](c3ccccc3)[C@]1(C)C(=O)N2	-1%	7.3µM*	-8%

(more compounds)
SMILES	FEN1 inh	DT40 TDP1 CPT	KAT2A inh
CC1CCCCN1C(=O)C1CCN(S(=O)(=O)c2ccc(-n3cnnn3)cc2)CC1 (stereo unspecified)	0%	-5%	-4%
COc1ccc(C2/C=C\CN(S(=O)(=O)c3ccc(-c4ccccc4)cc3)CC(=O)N2Cc2ccc(F)cc2)cc1 (stereo unspecified)	-8%&16%	?	-16%
CCOC(=O)C1(C(F)(F)F)N=C(c2cccnc2)OC(N2CCOCC2)=N1 (stereo unspecified)	-1%	-2%	-4%
CCOc1ccc(NC(=O)Cn2ccn3nc(-c4ccc(OC)c(OC)c4)cc3c2=O)cc1	18%	-19%	26%
Cc1ccc(-c2nnn(CC(=O)N(Cc3cccs3)C(C(=O)NC3CCCCC3)c3ccco3)n2)o1 (stereo unspecified)	-3%	26µM*	-5%
Cc1c(C(=O)NC(C)C2CC3CCC2C3)cccc1[N+](=O)[O-] (stereo unspecified)	-5%	-8%	2%
O=C(CNc1n[nH]c(=O)[nH]c1=O)N/N=C/c1ccccc1	0%	7%	-4%
COCc1cc(C)nc(Nc2ccc(C)cc2C)c1C#N	-2%	7%	-22%

Only part of the results is shown; the hit share may differ from the screen's.
